NTR1 agonist: NTR1-driven beta-arrestin-GFP spot formation – imaging, U2OS cells, high content, primary screen (AID 493036) | agonist mode | P30989 | activation, % at 20 µM | actives 0.17% (n = 330,000);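 active = activation at or above 40% of the spot to cytoplasm intensity ratio, with at least 20 cells analyzed; inconclusive = wells under 20 cells, flagged as cytotoxic or low count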;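 also: 0% = DMSO without peptide and 100% = 100 nM NTR1 peptide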
Target sequence (P30989 whole entry, looked up): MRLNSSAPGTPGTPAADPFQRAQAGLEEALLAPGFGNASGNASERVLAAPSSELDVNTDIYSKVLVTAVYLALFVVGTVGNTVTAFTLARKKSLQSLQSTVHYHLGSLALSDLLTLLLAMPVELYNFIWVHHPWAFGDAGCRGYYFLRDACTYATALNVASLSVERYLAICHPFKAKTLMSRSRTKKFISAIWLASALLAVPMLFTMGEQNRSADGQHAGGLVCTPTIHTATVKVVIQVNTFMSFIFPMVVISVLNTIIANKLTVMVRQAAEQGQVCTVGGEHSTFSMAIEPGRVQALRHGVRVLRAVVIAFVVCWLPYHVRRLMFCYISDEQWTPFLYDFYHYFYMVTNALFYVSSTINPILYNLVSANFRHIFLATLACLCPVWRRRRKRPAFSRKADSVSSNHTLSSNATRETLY
K1F lysis inhibition: inhibition of K1F phage lysis, E. coli UTI89, bacterial capsule biogenesis inhibitors, alamar blue (AID 488966). E. coli UTI89 K1F phage lysis, alamar blue, 2 h; higher % means a stronger effect. inhibition, % at 100 µM, or IC50 in µM where a hit was titrated. actives 0.02% (n = 340,000);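 active = phage lysis inhibition, versus mean bacterial control, above a set limit; inconclusive = no clear call, values can overlap the other calls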;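 also: capsule biogenesis inhibitors block K1F phage lysis so surviving cells raise fluorescence; higher fluorescence means more inhibition of phage lysis; actives were called in the ten point dose series up to 300 µM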
RSV CPE inhibition: RSV antiviral activity via CPE protection, HEp-2 cells, primary 10 µM value included (AID 2391) | HEp-2 cells, RSV-induced CPE inhibition; higher % means a stronger effect | CPE inhibition, % at 10 µM; hits with a dose series show IC50 in µM | actives 0.13% (n = 310,000); in the data active = a potency from the dose series; inconclusive = CPE inhibition mostly from about 23% at the one dose, without a potency; inactive = the rest, 99 in 100 with CPE inhibition below about 21%; also: strong numbers were not always called active
West Nile virus CPE: inhibition of WNV-induced cytopathic effect – cell-based, CPE readout (AID 1621); West Nile virus-infected cells, CPE inhibition; higher % means a stronger effect; one-dose CPE inhibition, % at 10 µM; IC50 in µM for titrated hits; actives 0.02% (n = 290,000); in the data active = a potency from the dose series; inconclusive = CPE inhibition mostly from about 3.7% at the one dose, without a potency; inactive = the rest, 99 in 100 with CPE inhibition below about 2.2%; also: strong numbers were not always called active
AID2073: inhibitors of Mint1-CaV2.2 protein interaction, biochemical, HTRF (AID 2073). HTRF protein-protein interaction, Mint1-CaV2.2; higher % means a stronger effect. inhibition, % at 20 µM; hits with a dose series show IC50 in µM. actives 0.19% (n = 290,000); in the data active = inhibition mostly above about 51%, no sharp cut-off; inconclusive = no clear call, values can overlap the other calls; inactive = mostly below about 53%; also: some results filed as inactive read as strong as hits
MgcRacGAP inhibition: MgcRacGAP GTPase-activating activity inhibitors, confirmation, biochemical, ADP Hunter fluorescence; one-dose inhibition, % at 30 µM; IC50 in µM for titrated hits; MgcRacGAP-stimulated Rac1 GTP hydrolysis, ADP Hunter fluorescence; higher % means a stronger effect; GST-tagged Rac1 F28L mutant substrate; actives 0.6% (n = 340,000);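 active = first-screen hits whose inhibition reached a set limit at any dose in the follow-up dose series; inconclusive = inhibition above the set first-screen limit but never retested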;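 also: fluorescence reports GDP produced by GAP-driven GTP hydrolysis; strong numbers were not always called active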
Dengue-2 NS5 capping: Dengue-2 NS5 methyltransferase inhibitors, primary screen, biochemical, confirmation dose response (AID 588689); Dengue-2 NS5 methyltransferase capping enzyme assay, biochemical; higher % means a stronger effect; inhibition, % at 25 µM, or IC50 in µM where a hit was titrated; actives 0.3% (n = 340,000); in the data active = a potency from the dose series; inconclusive = inhibition above about 29% without an active follow-up result
Siah-1 displacement: blockers of Siah-1 interaction with plectin peptide – biochemical, fluorescence polarization, rhodamine-plectin, uHTS, primary screen (AID 1817). one-dose displacement, % at 20 µM; IC50 in µM for titrated hits. actives 0.02% (n = 290,000). Siah-1 / rhodamine-plectin peptide fluorescence polarization; higher % means a stronger effect;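 active = displacement of at least 50% at 20 µM, with a fluorescence ratio check between 0.3 and a set limit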;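 also: plate controls were Siah plus tracer with DMSO for no effect and tracer alone without Siah for full effect; strong numbers were not always called active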
SV40 large T antigen: SV40 large T antigen inhibitors, biochemical (AID 1903); SV40 large T antigen ATPase/helicase inhibition assay; higher % means a stronger effect; inhibition, % at 20 µM; hits with a dose series show IC50 in µM; actives 0.39% (n = 310,000); in the data active = a potency from the dose series; inconclusive = inhibition mostly from about 32% at the one dose, without a potency; inactive = the rest, 99 in 100 with inhibition below about 32%; also: strong numbers were not always called active
NTR1 agonist cell count 20 µM: second read-out of NTR1 agonist, no call of its own (marks repeat the call); cell count; measured here: cell count, cytotoxicity flag
Starred values were filed as active, the others as inactive; [ ] = remark or other dose. This is a random part of the collection. Share with any hit: about 1.6%.

How did Cc1nc2ccccc2c2c1C(=O)N(CCC1=CCCCC1)C2=O do in these assays?
West Nile virus CPE: -0.3%; AID2073: 2%; Siah-1 displacement: 1%; SV40 large T antigen: 23%

What do the screens show for `CCCCC1OC23CCCCC2C(C#N)(C#N)C1(C#N)C(=N)O3` (stereo not drawn)?
NTR1 agonist: 3.0; K1F lysis inhibition: 0.1%; RSV CPE inhibition: 1.1%; West Nile virus CPE: -0.3%; AID2073: 3%; MgcRacGAP inhibition: 9%; Dengue-2 NS5 capping: inconclusive; Siah-1 displacement: 1%; SV40 large T antigen: inconclusive; NTR1 agonist cell count 20 µM: 70

How did Cc1ccc(O)c(/C=N/NC(=O)CN2CCCC2)c1 do in these assays?
NTR1 agonist: -0.2; K1F lysis inhibition: -0.2%; RSV CPE inhibition: -0.3%; West Nile virus CPE: -0.6%; AID2073: 14%; MgcRacGAP inhibition: 7%; Dengue-2 NS5 capping: 0%; Siah-1 displacement: 11%; SV40 large T antigen: 3%; NTR1 agonist cell count 20 µM: 76

Results for COc1cc(S(=O)(=O)NCCCN2CCOCC2)ccc1Cl ?
NTR1 agonist: 0.1; K1F lysis inhibition: 1.4%; RSV CPE inhibition: -1.4%; West Nile virus CPE: -0.2%; AID2073: -7%; MgcRacGAP inhibition: 5%; Dengue-2 NS5 capping: 1%; Siah-1 displacement: -4%; SV40 large T antigen: 2%; NTR1 agonist cell count 20 µM: 54

How did Cc1c(C(=O)NCc2ccccn2)oc2ccccc12 do in these assays?
NTR1 agonist: 0.7; K1F lysis inhibition: 3.3%; RSV CPE inhibition: 0.8%; West Nile virus CPE: -0.3%; AID2073: 0%; MgcRacGAP inhibition: 7%; Dengue-2 NS5 capping: -4%; Siah-1 displacement: 0%; SV40 large T antigen: 22%; NTR1 agonist cell count 20 µM: 55

How did CN(C(=O)CSc1nc2c(c(=O)[nH]1)CCC2)c1ccccc1 do in these assays?
NTR1 agonist: -0.4; K1F lysis inhibition: -1.4%; RSV CPE inhibition: 0.0%; West Nile virus CPE: 0.2%; AID2073: -18%; MgcRacGAP inhibition: 8%; Dengue-2 NS5 capping: -10%; Siah-1 displacement: 3%; SV40 large T antigen: 7%; NTR1 agonist cell count 20 µM: 47

What do the screens show for `Cc1ccc(NC(=O)NNC(=O)c2cc3ccccc3cc2O)cc1`?
NTR1 agonist: 0.8; K1F lysis inhibition: 2.7%[50 µM]; RSV CPE inhibition: 3.3%; West Nile virus CPE: 0.0%; AID2073: 21%; MgcRacGAP inhibition: 10%; Dengue-2 NS5 capping: -1%; Siah-1 displacement: 4%; SV40 large T antigen: 4%; NTR1 agonist cell count 20 µM: 46

Results for Cc1ccc(-c2nc(CS(=O)CC(=O)NCc3ccccn3)c(C)o2)cc1 (stereo not drawn) ?
NTR1 agonist: 0.3; K1F lysis inhibition: 0.5%; RSV CPE inhibition: 2.0%; West Nile virus CPE: -0.1%; AID2073: -3%; MgcRacGAP inhibition: 11%; Dengue-2 NS5 capping: 6%; Siah-1 displacement: 0%; SV40 large T antigen: 7%; NTR1 agonist cell count 20 µM: 98

How did C=CCOc1ccccc1CNCCCN1CCOCC1 do in these assays?
NTR1 agonist: -0.7; K1F lysis inhibition: 4.8%; RSV CPE inhibition: -0.8%; West Nile virus CPE: -0.4%; AID2073: 0%; MgcRacGAP inhibition: -1%; Dengue-2 NS5 capping: -1%; Siah-1 displacement: -1%; SV40 large T antigen: 1%; NTR1 agonist cell count 20 µM: 59

Results for S=c1[nH]nc(-c2cccc3ccccc23)n1-c1cccnc1 ?
NTR1 agonist: -0.7; RSV CPE inhibition: 0.5%; West Nile virus CPE: 0.2%; AID2073: -41%; Siah-1 displacement: 0%; SV40 large T antigen: 10%; NTR1 agonist cell count 20 µM: 50

Compounds listed so far that contain four or more nitrogen atoms:
What do the screens show for `CCCCC1OC23CCCCC2C(C#N)(C#N)C1(C#N)C(=N)O3` (stereo not drawn)?
NTR1 agonist: 3.0; K1F lysis inhibition: 0.1%; RSV CPE inhibition: 1.1%; West Nile virus CPE: -0.3%; AID2073: 3%; MgcRacGAP inhibition: 9%; Dengue-2 NS5 capping: inconclusive; Siah-1 displacement: 1%; SV40 large T antigen: inconclusive; NTR1 agonist cell count 20 µM: 70

Results for S=c1[nH]nc(-c2cccc3ccccc23)n1-c1cccnc1 ?
NTR1 agonist: -0.7; RSV CPE inhibition: 0.5%; West Nile virus CPE: 0.2%; AID2073: -41%; Siah-1 displacement: 0%; SV40 large T antigen: 10%; NTR1 agonist cell count 20 µM: 50

Additional compounds follow:
What do the screens show for `COC(=O)c1ccc(CSc2nc3cc(Cl)ccc3s2)o1`?
NTR1 agonist: -1.5; K1F lysis inhibition: 1.9%; RSV CPE inhibition: 1.0%; West Nile virus CPE: 0.2%; AID2073: -2%; MgcRacGAP inhibition: -2%; Dengue-2 NS5 capping: -4%; Siah-1 displacement: 1%; SV40 large T antigen: -4%; NTR1 agonist cell count 20 µM: 70

How did CCCOC(=O)c1ccc(Nc2cc(C)nc3ncnn23)cc1 do in these assays?
NTR1 agonist: 0.8; K1F lysis inhibition: 2.8%; RSV CPE inhibition: 1.2%; West Nile virus CPE: -0.3%; AID2073: 3%; MgcRacGAP inhibition: 6%; Siah-1 displacement: 5%; SV40 large T antigen: 4%; NTR1 agonist cell count 20 µM: 62

Results for CN(C)C/C=C/C(=O)Nc1cccc(-c2c[nH]c3ncnc(Oc4ccc(NC(=O)CC(=O)Nc5ccc(F)cc5)cc4F)c23)c1 ?
NTR1 agonist: 5.5; K1F lysis inhibition: 0.5%; MgcRacGAP inhibition: 5%; Dengue-2 NS5 capping: -9%; NTR1 agonist cell count 20 µM: 55

What do the screens show for `CC(C)CNC(=O)CSc1nnc(-c2ccccn2)n1Cc1ccccc1`?
NTR1 agonist: 0.6; K1F lysis inhibition: 2.6%; RSV CPE inhibition: 1.4%; West Nile virus CPE: -0.4%; AID2073: 3%; MgcRacGAP inhibition: 4%; Dengue-2 NS5 capping: -6%; Siah-1 displacement: 2%; SV40 large T antigen: 12%; NTR1 agonist cell count 20 µM: 50

How did Cc1ccc(OCC(=O)NNC(=O)Cc2ccc(S(=O)(=O)N3CCOCC3)s2)cc1 do in these assays?
NTR1 agonist: -0.1; K1F lysis inhibition: -1.9%; RSV CPE inhibition: 2.1%; MgcRacGAP inhibition: 7%; Dengue-2 NS5 capping: -7%; SV40 large T antigen: 17%; NTR1 agonist cell count 20 µM: 65

How did O=C(c1cc(-c2ccc(F)cc2)nc2ccccc12)N1CCC1 do in these assays?
NTR1 agonist: 1.8; K1F lysis inhibition: -6.0%; MgcRacGAP inhibition: 2%; Dengue-2 NS5 capping: 8%; NTR1 agonist cell count 20 µM: 93

What do the screens show for `CCC(=O)Oc1cccc(C(=O)Nc2ccc(-c3nnc(-c4ccco4)o3)cc2)c1`?
NTR1 agonist: 9.3; K1F lysis inhibition: -0.7%; RSV CPE inhibition: 2.6%; West Nile virus CPE: -0.1%; AID2073: 10%; MgcRacGAP inhibition: 2%; Dengue-2 NS5 capping: 4%; Siah-1 displacement: 0%; SV40 large T antigen: 1%; NTR1 agonist cell count 20 µM: 30

How did CCOC(=O)[C@@H]1[C@H]2COc3ccccc3[C@@H]2N2C(=O)N(c3cccc(F)c3)C(=O)[C@]12C do in these assays?
NTR1 agonist: -2.4; K1F lysis inhibition: 2.5%; RSV CPE inhibition: -1.1%; West Nile virus CPE: -0.3%; MgcRacGAP inhibition: 10%; Dengue-2 NS5 capping: -5%; SV40 large T antigen: 10%; NTR1 agonist cell count 20 µM: 90

How did CCS(=O)(=O)CCSc1nc2ccccc2s1 do in these assays?
NTR1 agonist: -0.2; K1F lysis inhibition: 1.1%; RSV CPE inhibition: -0.4%; West Nile virus CPE: 1.5%; AID2073: -13%; MgcRacGAP inhibition: 12%; Dengue-2 NS5 capping: -3%; Siah-1 displacement: 0%; SV40 large T antigen: 5%; NTR1 agonist cell count 20 µM: 28

How did c1cc(-c2nnc3n2CCCCC3)ccn1 do in these assays?
NTR1 agonist: 0.8; K1F lysis inhibition: 2.1%; RSV CPE inhibition: -0.5%; West Nile virus CPE: 0.2%; AID2073: 46%; MgcRacGAP inhibition: 6%; Dengue-2 NS5 capping: 3%; Siah-1 displacement: -2%; SV40 large T antigen: 8%; NTR1 agonist cell count 20 µM: 41

How did CC(C)(C)c1nnc(N/N=C/c2ccc(Br)cc2)n(N)c1=O do in these assays?
NTR1 agonist: -0.1; K1F lysis inhibition: 4.9%; RSV CPE inhibition: 2.9%; West Nile virus CPE: 1.2%; AID2073: -6%; MgcRacGAP inhibition: 10%; Dengue-2 NS5 capping: 1%; Siah-1 displacement: 7%; SV40 large T antigen: 5%; NTR1 agonist cell count 20 µM: 44

Results for O=C(CC1C(=O)NCCN1Cc1ccc(-c2ccccc2)cc1)NCc1ccccc1 (stereo not drawn) ?
NTR1 agonist: 0.9; K1F lysis inhibition: -5.0%; RSV CPE inhibition: -0.1%; West Nile virus CPE: -1.4%; AID2073: -4%; MgcRacGAP inhibition: 9%; Dengue-2 NS5 capping: -5%; Siah-1 displacement: -3%; NTR1 agonist cell count 20 µM: 48

Results for COc1cccc(NC(=O)Nc2cccn(Cc3ccccc3)c2=O)c1 ?
NTR1 agonist: -0.2; K1F lysis inhibition: -0.1%; RSV CPE inhibition: 4.6%; West Nile virus CPE: -0.6%; AID2073: 6%; MgcRacGAP inhibition: 4%; Dengue-2 NS5 capping: -11%; Siah-1 displacement: 1%; SV40 large T antigen: 17%; NTR1 agonist cell count 20 µM: 95

What do the screens show for `CSc1ccccc1Nc1ncnc(N)n1`?
NTR1 agonist: -0.4; K1F lysis inhibition: 0.5%; RSV CPE inhibition: 3.4%; West Nile virus CPE: 0.1%; AID2073: -1%; MgcRacGAP inhibition: 6%; Dengue-2 NS5 capping: 4%; Siah-1 displacement: -2%; SV40 large T antigen: 17%; NTR1 agonist cell count 20 µM: 51

How did CC(C)c1ccc(NC(=O)COC(=O)c2ccc(CN3CCCC3=O)cc2)cc1 do in these assays?
NTR1 agonist: -1.0; K1F lysis inhibition: 1.2%[50 µM]; RSV CPE inhibition: 1.6%; MgcRacGAP inhibition: 3%; Dengue-2 NS5 capping: -5%; NTR1 agonist cell count 20 µM: 86

Screening results deposited in PubChem by several laboratories.
